Assay outcomes: PubChem, National Center for Advancing Translational Sciences (NCATS)
PI4K2A block – blocks human PI4K2A kinase activity; Q9BTU6; purified PI4K2A, ADP-Glo luminescence, 1 h; active compounds read low; activity change, negative = inhibition, % at 76.9 µM; 0.13% of 420,000 active; in the data active = activity change below about -50%; inconclusive = mostly about -30% to -49%;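 note: -100% = wells without enzyme as full effect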
Target sequence (Q9BTU6 whole entry, looked up): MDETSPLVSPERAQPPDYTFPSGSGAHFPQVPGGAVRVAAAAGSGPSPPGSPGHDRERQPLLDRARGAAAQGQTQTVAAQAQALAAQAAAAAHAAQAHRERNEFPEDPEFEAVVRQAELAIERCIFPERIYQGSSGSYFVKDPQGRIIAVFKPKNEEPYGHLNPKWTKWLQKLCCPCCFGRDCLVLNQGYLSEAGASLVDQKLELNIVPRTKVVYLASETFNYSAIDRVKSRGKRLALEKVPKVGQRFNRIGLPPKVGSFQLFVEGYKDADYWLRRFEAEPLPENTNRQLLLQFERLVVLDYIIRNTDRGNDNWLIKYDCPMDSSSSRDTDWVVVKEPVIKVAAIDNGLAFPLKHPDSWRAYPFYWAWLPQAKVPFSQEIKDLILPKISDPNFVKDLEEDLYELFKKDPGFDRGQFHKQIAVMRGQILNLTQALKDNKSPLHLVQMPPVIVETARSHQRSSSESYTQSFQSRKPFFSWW
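ADP-Glo luminescence measured ADP generated by PI4K2A enzyme (4 ug/mL before mixing) with 1.2 mM PI substrate (pre-mix) and 300 microM ATP (pre-mix). Tris pH7.5 buffer with MgCl2, Triton X-100; 1 h reaction at ambient temperature.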
BAZ2B block – BAZ2B (human) inhibition; Q9UIF8; Potency, µM (titrated, usually from 114 µM), for inactives: at the highest dose activity change, negative = inhibition, usual class: inhibitors; 4.4% of 360,000 active; AlphaScreen BAZ2B-H3K14Ac peptide displacement; note: potency is the fitted concentration of half-maximal effect; % is set by controls: 0 for no effect and ±100 for the full control effect; nearly all actives have a fitted effect of over 60% in size
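AlphaScreen displacement of biotin-H3(5-23)K14Ac peptide (50 nM final) from BAZ2B (50 nM final) in PBS pH 7.4, 0.01% Tween-20; complex preformed 30 min RT, then compounds (top 110 uM) 30 min RT, beads 20 min dark.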
Pin1 inh – inhibitors of human Pin1. Q13526. Pin1 FP peptide displacement, HiFluor488, 10 min. Potency, µM (titrated, usually from 115 µM), without a hit: top-dose activity, negative = inhibition, actives largely listed as inhibitors. 0.009% of 390,000 active; active = well fitted inhibition curve with a large enough effect in the polarisation, with a control signal flat, not every such curve was filed as active; inconclusive = small, poorly fitted or top-dose-only effect, or effect the other way, or a change in a side signal; inactive = no such curve, though single readings can be large or run the other way; the % refers to the polarisation; note: potency is the fitted concentration of half-maximal effect; % is set by controls: 0 for no effect and ±100 for the full control effect
ERG Ets-DNA blk – blocks human ERG Ets domain binding to DNA | Potency, µM (highest dose often 76.9 µM), for inactives: at the top dose FP activity, negative = inhibition, hits mostly inhibitors | 0.028% of 370,000 active | fluorescence polarization, His-ERG Ets domain / labelled DNA | P11308; active = well fitted inhibition curve with a large enough effect in the polarisation, with a control signal flat; inconclusive = small, poorly fitted or top-dose-only effect, or effect the other way, or a change in a side signal; inactive = no such curve, though single readings can be large or run the other way; the % refers to the polarisation;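 note: polarization taken with two DNA probes labelled with fluorescein and Texas red; potency is the fitted concentration of half-maximal effect; % of control where 0% means no effect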
Target sequence (P11308 whole entry, looked up, the tested form may be a part): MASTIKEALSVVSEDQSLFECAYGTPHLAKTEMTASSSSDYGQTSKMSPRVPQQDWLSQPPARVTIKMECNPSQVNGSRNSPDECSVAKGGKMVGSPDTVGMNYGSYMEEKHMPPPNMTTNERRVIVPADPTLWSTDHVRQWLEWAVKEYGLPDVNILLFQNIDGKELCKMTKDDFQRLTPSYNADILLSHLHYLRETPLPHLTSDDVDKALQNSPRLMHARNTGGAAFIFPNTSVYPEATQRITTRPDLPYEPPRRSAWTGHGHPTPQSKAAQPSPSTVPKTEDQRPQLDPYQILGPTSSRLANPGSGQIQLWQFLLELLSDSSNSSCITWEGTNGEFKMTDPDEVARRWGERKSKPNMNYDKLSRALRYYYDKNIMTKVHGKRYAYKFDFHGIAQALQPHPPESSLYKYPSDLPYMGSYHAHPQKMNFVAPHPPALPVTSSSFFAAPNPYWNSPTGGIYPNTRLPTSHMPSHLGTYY
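His-tagged ERG Ets domain (1 uM in the protein solution; 300mM KCl, 50mM Tris-HCl, 1mM EDTA, 1mM DTT, pH 7.5) received compound, then a probe mix of 5 nM fluorescein-DNA and 100nM Texas-615-DNA. Fluorescence polarization was read for both dyes.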
G9a block – G9a (human) methyltransferase inhibition | G9a H3K9 monomethylation, AlphaScreen, 2 h | Potency, µM (series often up to 102 µM), inactives show at the highest dose activity, negative = inhibition, actives largely listed as inhibitors | Q96KQ7 | 8.8% of 350,000 active | AID 504332; note: potency is the fitted concentration of half-maximal effect; % is set by controls: 0 for no effect and ±100 for the full control effect; nearly all actives have a fitted effect of over 75% in size
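Readings reflect AlphaScreen signal from monomethyl-H3K9 antibody detection. HMT at 20 nM; substrate b-H3K9 500 nM; cofactor SAM 20 uM; 2 h RT reaction; compounds tested as titrations in qHTS with 15 min preincubation.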
GLS inhibitor – inhibitors of human glutaminase (GLS); O94925; GLS enzymatic activity, qHTS titration; Potency, µM (top dose mostly 45.5 µM), without a hit: at the highest dose activity change, negative = inhibition, usual class: inhibitors; 0.21% of 410,000 active; AID 624170; note: potency is the fitted concentration of half-maximal effect; % is set by controls: 0 for no effect and ±100 for the full control effect
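Human kidney-isoform GLS in 45 mM KH2PO4 pH 8.2, 0.02% Tween-20, with compound, started with 1mM L-Glutamine (added stock). Glutamate oxidase/HRP/Amplex red coupled fluorescence read at start and after 30 min at RT.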
PGK inhibitor – inhibitors of T. brucei phosphoglycerate kinase; P07378; PGK/GAPDH coupled, Kinase-Glo luminescence, 60 min; Potency, µM (series often up to 57.5 µM), inactives show at the highest dose activity change, negative = inhibition, most hits filed as inhibitors; 0.043% of 380,000 active; note: potency is the fitted concentration of half-maximal effect; % is set by controls: 0 for no effect and ±100 for the full control effect; nearly all actives have a fitted effect of over 60% in size
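Luminescent ATP detection (Kinase-Glo Plus) follows a 60-minute room-temperature incubation, with wells lacking PGK as controls. Buffer: 100 mM TEA (pH 7.6), 5 mM MgCl2, 0.01% Tween-20. Coupling enzyme GAPDH (100 nM final) supplies unstable 1,3-BPG in-well.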
JMJD2A Tudor inh – JMJD2A Tudor domain (human) inhibition; O75164; AlphaScreen JMJD2A-Tudor / H3K4me3 peptide binding; Potency, µM (highest dose often 114 µM), for the others: at the top dose activity change, negative = inhibition, most hits filed as inhibitors; 4.4% of 390,000 active; note: potency is the fitted concentration of half-maximal effect; % is set by controls: 0 for no effect and ±100 for the full control effect; nearly all actives have a fitted effect of over 50% in size
HP1b binding inh – blocks HP1-beta chromodomain binding to methylated histone tails; 0.56% of 390,000 active; AlphaScreen HP1-beta / biotin-H3K9me3 peptide binding; P83916; Potency, µM (series often up to 114 µM), for the others: top-dose activity change, negative = inhibition, hits mostly inhibitors; note: potency is the fitted concentration of half-maximal effect; nearly all actives have a fitted effect of over 70% in size; inactives centre near 23
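Compound inhibition of the preformed complex between 50 nM HP1-beta and 50 nM biotinylated H3K9me3 peptide was read by AlphaScreen. Buffer was PBS pH 7.4 with 0.01% Tween-20. Incubations ran 30 min at room temperature, with 10 ug/mL donor/acceptor beads.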
* hit, by the source's call; i = inactive; ? = inconclusive; · = no result given; & = joins results of further samples; [ ] = remark or other dose. Unless noted, calls come from the whole dose curve; as a rule, active = well fitted curve in the direction sought with a large enough effect; inconclusive = small, poorly fitted or top-dose-only effect, or another doubt; inactive = no such curve, though single readings can be large; an effect the other way counts as inactive or inconclusive. Rows are unselected. About 11% of those tested had a hit in this group.

PI4K2A block	BAZ2B block	Pin1 inh	ERG Ets-DNA blk	G9a block	GLS inhibitor	PGK inhibitor	JMJD2A Tudor inh	HP1b binding inh	SMILES
3	-8%	2%	11%	9%[12.7 µM]	2%	i	-25%	35%	CCN(CCn1cccn1)Cc1cn[nH]c1-c1cccc2ccccc12
0&2	-5%	-14%	11%	-31%[59 µM]	6%	-5%	-9%	23%	CC(C)(C)NC[C@H](O)COc1cccc2c1CCCC2=O
-4	-30%	0%	16%	-51%[59 µM]	0%	-2%	-17%	12%	Nc1[nH]c(=O)[nH]c(=O)c1N=Nc1ccccc1Cl
-2	-7%	-7%	-6%	3%[59 µM]	11%	1%	-10%	42%[activator]	COc1ccccc1-c1nnc(SCC(=O)Nc2cc(C)on2)o1
-2&-1	7%&0%	-7%&3%	-9%&1%	5%	9%&28%	-2%&-10%	-8%&3%	30%&51%	Cc1nn(CC(=O)N2CCN(c3ccccc3)CC2)c(=O)c2cccn12
-1	39%[activator]	-10%	-1%	36%[59 µM]	2%	5%	9%	42%[activator]	CCCn1c(=O)c(C(=O)Nc2ccccc2C(=O)OCC)c(O)c2ccccc21
4	3%	2%	3%	4%[59 µM]	-11%	i	-9%	27%	CCOc1cc(C2c3c(oc4ccccc4c3=O)C(=O)N2Cc2ccc3c(c2)OCO3)ccc1O (stereo unspecified)
0	-10%	22%	69%[activator]	35µM*	0%	2%	-16%	37%	O=C(COC(=O)c1ccc2c(c1[N+](=O)[O-])C(=O)c1ccccc1C2=O)NC1CC1
-4	2%	2%	·	30%	1%	-8%	-20%	22%	Cn1c(=O)c2c(ncn2CC(=O)NC(C)(C)C)n(C)c1=O
-6	-1%	2%	2%	?	18%	-1%	7.9µM*	-20%	S=c1[nH]ccn1-c1cccc(Cl)c1
1	8%	16%	7%	13%[0.501 µM]	-2%	3%	-12%	10%	O=C(CCc1nc2ccccc2c(=O)[nH]1)Nc1nnc(SCc2ccc(F)cc2)s1
7	56µM*	-4%	-3%	74%[activator]	-3%	-2%	55%[activator]	114%	Cc1ccc(OC(=O)COc2ccccc2)c(-n2nc3ccccc3n2)c1
-2	-2%	3%	·	-8%[59 µM]	-2%	-2%	-18%	29%	CCOC(=O)C(C)n1cnc2c1c(=O)[nH]c(=O)n2C (stereo unspecified)
-2	9%	-13%	18%	11%[59 µM]	6%	-6%	-19%	26%	CSc1ccc(CN(C)CC(=O)N(C)CC(=O)Nc2ccccc2Br)cc1
-3	?	31%[activator]	12%	-3%[59 µM]	1%	i	?	-29%	Cc1ccc(C(=O)N/C(=C\c2cccs2)C(=O)NCCc2c[nH]c3ccccc23)cc1
1	12%	-4%	0%	20%[59 µM]	-8%	10%	-7%	9%	CCOC(=O)CNC(=O)CN1C(=O)CCS(=O)(=O)c2ccccc21
-4	-13%	0%	-4%	12%	1%	-6%	20%	53%[activator]	CCOc1ccc(OCCN2C(=O)c3ccccc3C2=O)cc1
-4	11%	8%	-1%	-9%[59 µM]	-5%	1%	4%	51%[activator]	COc1ccccc1NC(=O)N1c2ccccc2Sc2ccccc21
-4	12%	1%	6%	4%	0%	-5%	0%[11.4 µM]	?	Cc1ccc(NS(=O)(=O)c2ccc(C(=O)N3CCN(c4ncccn4)CC3)cc2)cc1
-2	?	-8%	1%	5%	12%	i	3%	20%	O=C(O)C1CC1C(=O)N1CCN(c2ccc(Cl)c(Cl)c2)CC1 (stereo unspecified)
-1	-1%	7%	0%	10%[59 µM]	-3%	i	-2%	57%[activator]	CCOc1ccc2c(c1)c(=O)c(C(=O)c1ccc(CC)cc1)cn2CC(=O)Nc1ccc2c(c1)OCCO2
1	?	?	0%	-17%[59 µM]	-2%	-8%	-13%	13%	Cn1cccc1/C=C1\SC(=S)N(NC(=O)c2ccccc2Cl)C1=O
1	1%	-8%	·	?	10%	?	-14%	19%	CCOC(=O)CC(=O)CSc1nc2nc(C)cc(C)n2n1
4	-6%	11%	9%	71µM*	3%	-7%	?	-4%	CCOc1ccc(NC(=S)N(CCc2c(C)[nH]c3ccc(C)cc23)Cc2ccco2)cc1
2	-7%	-4%	-7%	11%[12.7 µM]	2%	-5%	-9%	46%[activator]	O=C1NC2(CCCCC2)N=C1c1ccc(Br)cc1
2	10%	-12%	2%	2%[0.501 µM]	-4%	-4%	-13%	10%	Cc1cccc(NS(=O)(=O)c2ccc(C(C)(C)C)cc2)n1
1	8%	-7%	8%	-8%	1%	-6%	-23%	23%	CC(=O)NC(Cc1cc(C)ccc1C)C(=O)N1CCN(C(=O)c2ccc([N+](=O)[O-])cc2)CC1 (stereo unspecified)
7	4%	1%	19%	20%	5%	2%	0%	58%[activator]	COC(=O)c1sc(-c2cccs2)cc1N
-14	11%	0%	-9%	4%	-2%	7%	-9%	28%	O=C(CCc1ccccc1)NNC(=O)Cc1ccc(Cl)cc1
0	-6%	-23%	-11%	-42%	11%	0%	8%	28%	CCN1CCN(CCNC(=O)Nc2ccc([N+](=O)[O-])cc2)CC1
-2	-16%	-5%	-5%	-8%	-13%	-9%	-11%	19%	O=C(Nc1ccc([N+](=O)[O-])cc1)Nn1cnnc1
3	-13%	?	3%	-26%	?	2%	-20%	2%	COc1cc(/C=C2\SC(N3CCC(C)CC3)=NC2=O)ccc1O
0	-4%	2%	11%	10%	3%	·	0%	55%[activator]	COCC(=O)NNC(=O)Cc1ccc(Cl)cc1
1	11%	-10%	17%	·	6%	-12%	-11%	8%	Nc1ccc(-n2nc(C(F)(F)F)cc2C(F)(F)F)cc1
1	·	-3%	·	·	2%	·	-9%	21%	Nc1c(Sc2ccccc2)c(=O)[nH]c(=O)n1Cc1ccccc1
-2	-2%	-2%	·	-43%[12.7 µM]	-3%	-9%[11.5 µM]	-17%	8%	CC(C)CC[n+]1ccn(C2=C([O-])c3ccccc3C(=O)/C2=N\S(=O)(=O)c2ccccc2)c1
3	45µM*	9%	21%	·	10%	i	-23%[11.4 µM]	-25%	COc1ccc(-n2cc(CNCc3cnc4ccccn34)c(-c3cccc(F)c3)n2)cc1
1	·	2%	5%	·	1%	-5%	-15%	30%[activator]	CC1CC1C(=O)N(C)CC(=O)Nc1ccccc1Br (stereo unspecified)
6	?	-8%	-7%	9%	1%	-5%	-16%	3%	CC(C)NC(=O)c1cnc(Sc2ncc(C(F)(F)F)cc2Cl)n1C
-5	100µM*	?	9%	-2%[59 µM]	13%	-3%	-15%	33%	N#CC1=C(N)C(C#N)(C#N)C2(CCC3(CC2)OCCO3)C2CC3(CC=C12)OCCO3 (stereo unspecified)
1	4%	-6%	-8%	25%[59 µM]	15%	-20%	2%	38%	CCc1nnc(SCC(=O)Nc2ccc3c(c2)OCO3)o1
-1	?	-10%	-6%	?	-3%	-4%	10%	55%[activator]	Cc1ccc(NC(=O)c2sc(-n3nc(C)c(CCC(C)C)c3C)nc2C)cc1C
-1	6%	12%	0%	1%	-9%	4%	-12%	46%[activator]	CCc1ccc(/C=C/C(=O)c2ccc(N3CCOCC3)cc2)cc1
4	?	?	11%	?	0%	0%	?	?	Cc1ccc(C(=O)/C=C/c2ccccc2[N+](=O)[O-])cc1
1	-2%	4%	·	11%[12.7 µM]	0%	7%	-12%	24%	COc1ccc(C(=O)NNC(=O)CN2CCC(n3nnc4cc(C(F)(F)F)ccc43)CC2)cc1
0	6%	0%	0%	-2%	2%	-2%	4%	36%[activator]	CCn1c(SCc2ccccc2)nnc1C1CCCCC1
1	·	-12%	14%	10µM*	-23%	i	7.9µM*	0%	COC(Cn1c(-c2cccc(S(=O)(=O)N(C)C)c2)n[nH]c1=S)OC
-5	·	11%	-6%	·	0%	-8%	-9%	40%[activator]	Cc1cccc(C(=O)OCC(=O)c2ccc3c(c2)OCCO3)c1O
0	-23%	46%[activator]	0%	-3%[59 µM]	6%	-8%	-18%	8%	Cc1cc(C)cc(NC(c2nnc(-c3cccc(F)c3)o2)c2ccc(F)cc2Cl)c1 (stereo unspecified)
3	1%	19%	-5%	-44%[59 µM]	-2%	-9%	-17%	62%[activator]	Cc1ccc(N(CC(=O)NCCSc2ccccc2)S(=O)(=O)c2ccc(F)cc2)cc1
-8	·	3%	19%	·	4%	-5%	-22%	18%	CCCCN(C(=O)CSc1ncnc2sccc12)c1c(N)n(Cc2ccccc2)c(=O)[nH]c1=O
3	-27%	-6%	-2%	-2%[59 µM]	-3%	-2%	-15%	32%	O=C(O)c1ccc(Cl)cc1NC(=O)C1CCCO1 (stereo unspecified)
2	-20%	-2%	-2%	1%[59 µM]	-12%	-11%	-4%	15%[57 µM]	O=C(NCCc1csc(-c2ccc(F)cc2)n1)c1ccc(Br)o1
-11	-21%	-2%	-9%	22%	-4%	?	-1%	28%	COC(=O)c1cc(NC(=O)c2c(Cl)nc3sccn23)cc(C(=O)OC)c1
1	6%	2%	-2%	6%[12.7 µM]	14%	4%	-15%	20%	CCCc1cc(=O)[nH]c(SCCOc2ccc(OCC)cc2)n1
2	0%	-3%	4%	-2%[59 µM]	6%	10%	2%	35%	Cc1ccc2c(c1)-c1onc(C(=O)N3CCN(c4cccc(C)c4C)CC3)c1CO2
